# RBX1-CUL1 inh: blocks human RBX1-Cullin-1 di-ubiquitin formation | 140,000 tested, 0.6% active | in vitro K48 di-Ub FRET, acceptor:donor ratio, 45 min | inhibition, % at 10 µM | AID 1347404 | P62877+Q13616; in the data active = inhibition above about 25%
# Target sequence (P62877 whole entry, looked up): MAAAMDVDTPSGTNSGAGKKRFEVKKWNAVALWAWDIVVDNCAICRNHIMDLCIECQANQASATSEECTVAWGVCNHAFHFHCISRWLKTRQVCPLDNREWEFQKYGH
# Target sequence (Q13616 whole entry, looked up): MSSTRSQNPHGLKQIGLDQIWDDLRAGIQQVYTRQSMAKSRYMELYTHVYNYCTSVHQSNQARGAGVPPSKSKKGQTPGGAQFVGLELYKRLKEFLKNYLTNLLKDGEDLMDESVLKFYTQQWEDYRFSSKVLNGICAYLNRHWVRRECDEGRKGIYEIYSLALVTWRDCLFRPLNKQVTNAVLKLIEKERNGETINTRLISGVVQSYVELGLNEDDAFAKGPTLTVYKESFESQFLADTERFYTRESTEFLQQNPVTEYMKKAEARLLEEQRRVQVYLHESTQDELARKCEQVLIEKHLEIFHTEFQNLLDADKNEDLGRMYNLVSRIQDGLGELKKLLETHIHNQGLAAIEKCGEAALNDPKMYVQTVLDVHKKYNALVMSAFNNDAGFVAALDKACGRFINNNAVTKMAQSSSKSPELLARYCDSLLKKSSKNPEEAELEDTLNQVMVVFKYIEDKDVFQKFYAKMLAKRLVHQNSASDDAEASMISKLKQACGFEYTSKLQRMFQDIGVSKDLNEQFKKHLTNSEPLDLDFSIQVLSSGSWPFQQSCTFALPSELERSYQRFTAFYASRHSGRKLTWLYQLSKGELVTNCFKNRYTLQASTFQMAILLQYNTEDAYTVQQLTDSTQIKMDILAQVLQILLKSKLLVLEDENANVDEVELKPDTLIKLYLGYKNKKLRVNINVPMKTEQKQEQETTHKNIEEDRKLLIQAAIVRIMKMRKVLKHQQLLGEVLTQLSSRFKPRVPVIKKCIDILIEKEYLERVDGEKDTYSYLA
# The depositor's hits bear a star. These rows are one share of the data; rates above refer to the full screens.
# Sample of the layout:
SMILES,RBX1-CUL1 inh
O=C1Nc2ccc(Br)cc2/C1=C/c1nc2ccccc2c(=O)n1-c1ccccc1Cl,6
CSc1ccc(C(=O)C2CCCN(Cc3ccncc3)C2)cc1 (centres undefined),3
CN(C)CCCSC(c1ccccc1)c1ccccc1,0
CC(=O)c1ccc2c(c1)C1C(Cl)C(Sc3ccccc3[N+](=O)[O-])CC1C(c1ccc(Br)cc1)N2 (centres undefined),-12
O=C1O[C@@H]2CN(C3CCSCC3)C[C@@H]2N1CCc1ccccn1,0
CCN(CC)P1(N)=NP(N)(N(CC)CC)=NP(N(CC)CC)(N(CC)CC)=N1 (centres undefined),15
Cc1cccc(CN2CCN(c3cccc(C(F)(F)F)c3)CC2)c1,1
O=C(c1ccc(Cl)cc1)C1CCCN(Cc2cccnc2)C1 (centres undefined),8
CCC12CN3CCN(CC(C3)C1=O)C2,6
Cc1ccccc1-n1c(/C=C/c2ccccc2F)nc2ccccc2c1=O,-2
CC(C)N1CCN(c2ccc(O)cc2)CC1,-3
CCOC(=O)[C@]12C[C@@H](Oc3ccccc3)[C@@]1(c1ccccc1)NC(=O)C2=O,2
CSc1ccc(C(=O)C2CCCN(Cc3cccc(C(C)=O)c3)C2)cc1 (centres undefined),15
CCN1CCc2nc3sc4c(=O)[nH]c(=O)[nH]c4c3cc2C1,-12
Cn1cccc1CNCCc1ccccc1F,-1
O=c1c2cnc3ncnn3c2ccn1CCc1cnc[nH]1,-7
N#CC1C(=N)Oc2c(c(=O)oc3ccccc23)C1c1ccc(Cl)c([N+](=O)[O-])c1 (centres undefined),-13
CN1CCN(C(=O)CSC2c3ccccc3CSc3ccccc32)CC1 (centres undefined),-1
Cc1ccc(OCC(=O)N2CCN(CCc3ccncc3)CC2)cc1,8
CN1C(=O)C(=Cc2cccc(OCc3ccccc3Cl)c2)C(=O)N(C)C1=O,-9
CN1CCN(c2cc3n[nH]nc3cc2F)CC1,2
CN(C)C(=O)Oc1ccc(-c2cn3cc(N)ccc3n2)cc1,9
COC(=O)C1=C(C)NC2(C)CC1c1ccccc1O2 (centres undefined),12
C=CCOC(=O)C1=C(C)OC(=N)C(C#N)C12C(=O)Nc1ccc(C)cc12 (centres undefined),-6
N#CC1C(=N)Oc2c(c(=O)oc3ccccc23)C1c1cccc(I)c1 (centres undefined),1

# This part in full, repeating the preview:
SMILES,RBX1-CUL1 inh
O=C1Nc2ccc(Br)cc2/C1=C/c1nc2ccccc2c(=O)n1-c1ccccc1Cl,6
CSc1ccc(C(=O)C2CCCN(Cc3ccncc3)C2)cc1 (centres undefined),3
CN(C)CCCSC(c1ccccc1)c1ccccc1,0
CC(=O)c1ccc2c(c1)C1C(Cl)C(Sc3ccccc3[N+](=O)[O-])CC1C(c1ccc(Br)cc1)N2 (centres undefined),-12
O=C1O[C@@H]2CN(C3CCSCC3)C[C@@H]2N1CCc1ccccn1,0
CCN(CC)P1(N)=NP(N)(N(CC)CC)=NP(N(CC)CC)(N(CC)CC)=N1 (centres undefined),15
Cc1cccc(CN2CCN(c3cccc(C(F)(F)F)c3)CC2)c1,1
O=C(c1ccc(Cl)cc1)C1CCCN(Cc2cccnc2)C1 (centres undefined),8
CCC12CN3CCN(CC(C3)C1=O)C2,6
Cc1ccccc1-n1c(/C=C/c2ccccc2F)nc2ccccc2c1=O,-2
CC(C)N1CCN(c2ccc(O)cc2)CC1,-3
CCOC(=O)[C@]12C[C@@H](Oc3ccccc3)[C@@]1(c1ccccc1)NC(=O)C2=O,2
CSc1ccc(C(=O)C2CCCN(Cc3cccc(C(C)=O)c3)C2)cc1 (centres undefined),15
CCN1CCc2nc3sc4c(=O)[nH]c(=O)[nH]c4c3cc2C1,-12
Cn1cccc1CNCCc1ccccc1F,-1
O=c1c2cnc3ncnn3c2ccn1CCc1cnc[nH]1,-7
N#CC1C(=N)Oc2c(c(=O)oc3ccccc23)C1c1ccc(Cl)c([N+](=O)[O-])c1 (centres undefined),-13
CN1CCN(C(=O)CSC2c3ccccc3CSc3ccccc32)CC1 (centres undefined),-1
Cc1ccc(OCC(=O)N2CCN(CCc3ccncc3)CC2)cc1,8
CN1C(=O)C(=Cc2cccc(OCc3ccccc3Cl)c2)C(=O)N(C)C1=O,-9
CN1CCN(c2cc3n[nH]nc3cc2F)CC1,2
CN(C)C(=O)Oc1ccc(-c2cn3cc(N)ccc3n2)cc1,9
COC(=O)C1=C(C)NC2(C)CC1c1ccccc1O2 (centres undefined),12
C=CCOC(=O)C1=C(C)OC(=N)C(C#N)C12C(=O)Nc1ccc(C)cc12 (centres undefined),-6
N#CC1C(=N)Oc2c(c(=O)oc3ccccc23)C1c1cccc(I)c1 (centres undefined),1
Clc1ccc(C2CCNCC2)cc1,-1
N#CCCSC1c2ccccc2-c2ccccc21,7
C=CCOc1cccc(C=C2C(=O)NC(=O)NC2=O)c1,8
CC(C)=CCN1CCCC(C(=O)c2ccc(Cl)cc2)C1 (centres undefined),-13
Cc1ccc2nc(-c3cccc(OC(=O)N(C)C)c3)cn2c1,-8
O=P(Oc1ccccc1)(Oc1ccccc1)N1CCN(c2ccc(F)cc2)CC1,14
CC(N)Cc1ccccc1Sc1ccccc1O (centres undefined),8
CCCc1nc2ccc(I)cc2c(=O)n1-c1cccc(C(F)(F)F)c1,-12
Cc1nn(-c2ccccc2)c2c1C(c1ccc(Br)cc1)SCC(=O)N2 (centres undefined),-2
Clc1ccccc1C1=NCc2nncn2-c2sc(Br)cc21,4
Cc1cccc(NC2=NCC(C)S2)c1 (centres undefined),-3
CN(C)C(=O)Oc1ccn2cc[n+](C)c2c1,1
O=C(Cc1ccccc1)Oc1ccc(=O)n(-c2ccccc2)n1,-11
O=C(COc1ccc(Cl)cc1)Nc1ccc(Cl)cc1C(=O)c1ccccc1,6
Fc1cccc(C2NCc3c(Cl)cccc3-n3cccc32)c1 (centres undefined),-9
C=CCN1C(=O)C2(C(C(=O)OC)=C(CC(=O)OC)OC(=N)C2C(=O)OCC)c2ccccc21 (centres undefined),7
CCC(C)C12CN3CCN(CC(C)(C3)C1=O)C2 (centres undefined),3
N#Cc1ccc(NC(=O)C2CCCO2)cc1Cl (centres undefined),-3
CN(C)CCc1csc2ccc(Cl)cc12,16
CC1CN=C(Nc2ccc(F)cc2F)S1 (centres undefined),14
CCOc1ccc2c(c1)OC1(C)CC2C(C(C)=O)C(=O)N1 (centres undefined),-2
CCOC(=O)c1sc2nc3c(cc2c1N)CN(C)CC3,-2
CSc1ncc(CN2CCCC(C(=O)c3ccc4c(c3)OCO4)C2)cn1 (centres undefined),6
COc1cccc(C2c3c(c4ccccc4oc3=O)OC(=N)C2C#N)c1 (centres undefined),-7
C=CCOC(=O)C1=C(C)OC(=N)C(C#N)C12C(=O)N(CC=C)c1ccccc12 (centres undefined),-5
# New compounds follow
SMILES,RBX1-CUL1 inh
Cc1n[nH]c(C)c1CC(C)NCC1CCN(c2cnn(C)c(=O)c2)CC1 (centres undefined),-2
CC(C)Oc1ccc(C2c3c(c4ccccc4oc3=O)OC(=N)C2C#N)cc1 (centres undefined),-1
N#Cc1cc2c(nc1SCC(=O)Nc1ccc(C(F)(F)F)cc1)C1CCN2CC1,-5
Cc1cc(C)cc(N2C(=O)NC(=O)/C(=C\c3cccn3-c3ccc(Cl)cc3)C2=O)c1,0
N#CC1C(=N)Oc2c(c(=O)oc3ccccc23)C1c1cccc2ccccc12 (centres undefined),-4
N#CC1(C(=O)O)C(c2ccc(Cl)cc2)C(C(=O)Oc2ccccc2)N2C=C(C(=O)O)C=CC21 (centres undefined),5
CC1(C)C(c2ccccc2)=NC(c2cccnc2)N1O (centres undefined),1
C=CCN1C(=O)C2(c3ccccc31)c1c(n[nH]c1C)OC(=N)C2C(=O)OCC (centres undefined),5
Cc1ccccc1N1CCN(CC#N)CC1,-1
O=C(NC1(C(F)(F)F)Oc2ccccc2O1)N1CC2CC(C1)c1cccc(=O)n1C2 (centres undefined),2

# Arranged by heavy-atom count (rising): part of the list above
SMILES,RBX1-CUL1 inh
CC1(C)C(c2ccccc2)=NC(c2cccnc2)N1O (centres undefined),1
CC(C)Oc1ccc(C2c3c(c4ccccc4oc3=O)OC(=N)C2C#N)cc1 (centres undefined),-1
N#Cc1cc2c(nc1SCC(=O)Nc1ccc(C(F)(F)F)cc1)C1CCN2CC1,-5

# Remaining list, next part.
SMILES,RBX1-CUL1 inh
CC(C)(Oc1cc(Cl)ccc1Cl)C(=O)N1CCC2(CC1)OCCO2,12
CCCCc1c(C)nc(N2CCN(C)CC2)[nH]c1=O,-5
CNC(=O)Oc1cccc(-c2c[n+]3cc(Cl)ccc3n2C)c1,9
OCC1CC2c3ccccc3CCN2O1 (centres undefined),-3
CN(C)C(=O)Oc1ccc2c(=O)c(Oc3ccccc3Br)c(C(F)(F)F)oc2c1,1
O=[N+]([O-])c1cccc2c([N+](=O)[O-])cccc12,4
COc1ccc(NC(=O)CN2C(=O)C(C)N=C(c3ccccc3F)c3cc(Cl)ccc32)c(OC)c1 (centres undefined),-6
O=c1c2ccccc2nc(/C=C/c2cccnc2)n1-c1ccccc1,6
CN(C)C(=O)Oc1ccc(-c2c[n+]3cc(Cl)ccc3n2C)cc1,-4
CN1CCN(Cc2ccccc2Sc2ccccc2)CC1,1
Cc1ccccc1CCNCc1ccc(Br)cc1,1
COCCn1c(-c2ccccc2)cc(C(=O)O)c1C,-1
COc1ccc(C(=O)C2CCCN(CCCn3cccn3)C2)cc1OC (centres undefined),2
N#CC1C(=N)Oc2c(c(=O)sc3ccccc23)C1c1ccccc1 (centres undefined),5
COc1ccccc1CNCCc1cccc(Cl)c1,6
COCCN1CCN(Cc2nnc3n2-c2ccc(Cl)cc2C(c2ccccc2Cl)=NC3)CC1,-7
CNC(=O)Oc1ccc(-c2cn3cc(C)ccc3n2)cc1,5
OCCN1CCN(CCOC2c3ccccc3CSc3ccc(Cl)cc32)CC1 (centres undefined),-1
N#CC1C(=N)Oc2c(c(=O)oc3ccccc23)C1c1cccs1 (centres undefined),-4
CCOCCN1CCN(c2nnc3n2-c2ccc(Cl)cc2C(c2ccccc2Cl)=NC3)CC1,-1
COc1ccc(-c2cc(C(F)(F)F)n3ncc(C#N)c3n2)cc1,4
Cc1ccc2[nH]c3c(c2c1)C1CCCCC1NC3 (centres undefined),9
CCc1ccc(C2NCc3c(OC)cccc3-n3cccc32)cc1 (centres undefined),11
C=CCN1C(=O)C2(C3=C(CCCC3=O)OC(=N)C2C(=O)OCC)c2ccccc21 (centres undefined),-2
Cc1cc2nc(N3CCC(NC(C)Cc4cccs4)CC3)nc(C)c2cc1C (centres undefined),4
CC(C)OC12Oc3ccccc3C=C1N1CCC2CC1 (centres undefined),3
Cc1nc2c(Cl)cc(Cl)cc2c(=O)n1-c1ncccn1,5
Cc1cccc(-c2nn3c(=O)cc(CN4CCN(C(=O)COc5ccc(Cl)cc5)CC4)nc3s2)c1,-14
COc1ccc(N2C(=O)/C(=C/c3cc(C)n(-c4ccc(C(=O)O)cc4C)c3C)C(=O)NC2=S)c(OC)c1,37*
O=C1/C(=C\c2ccncc2)N2CCC1CC2,-12
OC(c1ccc(F)cc1)(c1ccc(F)cc1)c1cnc[nH]1,-1
N#CC1C(=N)Oc2c(c(=O)oc3ccccc23)C1c1cc(Br)ccc1OC(F)F (centres undefined),9
Clc1ccc(CNC2CN3CCC2CC3)cc1 (centres undefined),-13
Nc1ccccc1C(=O)OCC(=O)Nc1ccc(Br)cc1F,4
CCc1cccc2c(C#N)cn(CC(=O)N3CCOCC3)c12,3
O=[N+]([O-])N(Cc1ccccc1)c1ccccc1,-4
COc1ccc(C(O)C(C)NC(C)C(O)c2ccc(OC)cc2)cc1 (centres undefined),-1
O=C(c1ccccc1)c1cc(Cl)ccc1NC(=O)C(F)(F)F,3
Cc1ccc2c(c1)C(O)(C(F)(F)F)C(=O)O2 (centres undefined),1
CCOc1ccc(NC(=O)Cn2cc(C(=O)c3ccccc3)c3ccccc32)cc1,4
CCCCN1C=CN2c3nc4cc(C)c(C)cc4n3C(C(=O)OC)=C(C(=O)OC)C12 (centres undefined),3
O=C(Nc1cc(C(F)(F)F)cc(C(F)(F)F)c1)c1cccn(Cc2ccccc2Cl)c1=O,0
COc1ccc(OC)c(CCNCc2c(C(=O)O)c(C)n(Cc3ccc(F)cc3Cl)c2C)c1,1
CC(C)NC(=O)N1Cc2ccccc2-n2cccc2C1c1ccccc1 (centres undefined),9
O=C(OC(c1ccccc1)C(Cl)(Cl)Cl)c1ccccc1 (centres undefined),1
COc1ccc(OC)c(NC(=O)Cn2cc(C(=O)c3ccccc3F)c3ccccc32)c1,7
Cn1cc(C(O)CN2CCCCC2)c2ccccc21 (centres undefined),-10
Cc1ccc(OCC#CCN2CCOCC2)cc1,13
CN(C)c1ccc(C=C2C(=O)NC(=O)NC2=O)cc1,20
COCCn1cc(C(=O)O)c2ccccc21,-1
# Next section:
SMILES,RBX1-CUL1 inh
CC(=O)N1CCCSC1=Nc1ccc(Cl)c(Cl)c1,-5
COc1ccc(NC(=O)c2sc3nc4c(cc3c2N)N2CCC4CC2)cc1OC,-3
CCN1CCN(Cc2nc3ccccc3c(=O)n2-c2ccc(F)cc2)CC1,1
COc1ccc(/C=C2/C(=O)N(Cc3ccco3)C(=O)N(C(C)C)C2=O)cc1,103*
Cc1cc(/C=C2\C(=O)NC(=O)N(c3cccc(F)c3)C2=O)c(C)n1-c1cc(C(=O)O)cc(C(=O)O)c1,12
Cn1c(=O)n(C)c2cc(CNCCc3ccc(F)cc3)ccc21,0
CC1(C(=O)O)CCCC2(C)c3cc(O)ccc3CCC12 (centres undefined),3
CCOC(=O)C1=C(C)OC(=N)C(C#N)C12C(=O)Nc1ccc(C)cc12 (centres undefined),2
O=C1CC(c2ccc(F)cc2)c2c(c3ccccc3oc2=O)O1 (centres undefined),-4
CCc1ccc(OCC(=O)N2CCN(CCc3ccncc3)CC2)cc1,-11
COc1ccc(NC2=NP(N(C)C)(N(C)C)=NC(c3ccccc3)=N2)cc1,2
CC(C)=C/C=C/c1sc2ccccc2c1OC(=O)N(C)C,4
COC(=O)[C@]1(C#N)[C@@H](c2ccccc2)CSC12C(C)(C)C(=O)C2(C)C,6
CCOc1cc(CNC(C)C(O)c2ccccc2)cc(Cl)c1OCC (centres undefined),-2
CC1=NP(=O)(Oc2ccc3ccccc3c2)NC(=O)C1 (centres undefined),2
N=C1C(Br)C(=O)NC(=O)N1Cc1ccccc1 (centres undefined),11
O[C@H]1[C@H](N2CC=C(c3ccc(F)cc3)CC2)c2ccccc2C12CCNCC2,1
c1ccc(C(OCCN2CCN(c3ccccc3)CC2)c2ccccc2)cc1,-9
Cc1cc(OCC(=O)N2CCN(CCc3ccccn3)CC2)cc(C)c1Cl,4
